KCNK3 inh: human KCNK3 channel inhibitors, primary screen, CHO cells, FluxOR thallium flux, B-score; hit rate 0.84% among 340,000; Potassium channel subfamily K member 3 (Homo sapiens), O14649; AID 602410, 2012; B-score at 10 µM; FluxOR fluorescence; active compounds read low;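 active = B-score under library mean minus 4 SD, starting fluorescence ratio at most library mean plus 5 SD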;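 note: more negative B-score means stronger inhibition of thallium flux through KCNK3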
RGS4 act: RGS4 potentiators or activators, primary screen, cell-based, HEK293 M3R inducible RGS4, calcium flux | AID 463111, 2010 | carbachol calcium flux Fluo4; active compounds read low | hit rate 0.92% among 310,000 | B-score at 10 µM;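 active = B-score of the integrated calcium signal more than 4 SD below the library mean, with starting fluorescence not abnormally high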;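 note: negative B-score means reduced calcium response which marks RGS4 activation or potentiation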
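Assay system: Inducible-RGS4 HEK293 cells carrying M3 receptor | Schedule: Compound preincubation 20 min at room temperature before agonist | Signal: Kinetic calcium fluorescence imaging with Fluo4-AM dye, 2 µM | Read-out basis: B score from integrated fluorescence ratio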
KCNQ1 act: potentiators or activators of KCNQ1 channel, primary screen, cell-based, thallium flux, high-throughput; Potassium voltage-gated channel subfamily KQT member 1 (Homo sapiens), P51787; CHO-K1 KCNQ1, thallium flux FluxOR fluorescence; active compounds read high; B-score at 10 µM; hit rate 0.35% among 310,000; AID 2648, 2010;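 active = fluorescence ratio B-score, a plate-corrected score, at least three library SD, with initial intensity B-score within 5 SD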
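assay system = KCNQ1-transfected CHO-K1 cells | medium = assay buffer with matched DMSO | probe or stimulus = depolarizing K+/Tl+ stimulus, K2SO4 and Tl2SO4 each 12.5 mM in 5x stock | dosing = single dose | incubation = dye 90 min, compound 20 min, room temperature | detection = kinetic FluxOR fluorescence, 10 s baseline plus 110 s post-stimulus | evaluation = ratio B score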
PolyA inhibitor: polyadenylation inhibitors in yeast reporter cells, primary screen, luminescence, S. cerevisiae; hit rate 0.02% among 300,000; S. cerevisiae SKY197-pL101 polyadenylation reporter, beta-gal luminescence; efflux-impaired pdr1/pdr3 knockout yeast; score 100 = 6 SD above DMSO; calls only at 12 µM; AID 1875, 2009;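 active = lowest replicate activity score at least 50, where 100 means six control SD above control mean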;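 note: yeast exposed to compound for 9 h at 30 °C; higher score means more reporter readthrough which indicates perturbed polyadenylation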
HDAC3 inhib: HDAC3 deacetylase inhibitors, primary screen, biochemical, fluorescence, cell-free homogeneous. AID 2718, 2010. inhibition, % at 8.3 µM. recombinant HDAC3, fluorogenic peptide/trypsin coupled. hit rate 0.15% among 320,000. Histone deacetylase 3 (Homo sapiens), O15379; in the data active = inhibition above about 26%, passing the limit was not always enough
GSK3 alpha inh: blockers of GSK3A enzyme activity – biochemical, luminescence, cell-free homogeneous, HTS, primary screen. inhibition, % at 10 µM. Glycogen synthase kinase-3 alpha (Homo sapiens), P49840. GSK-3 alpha kinase, ADP-Glo luminescence, 60 min. hit rate 0.1% among 320,000;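 in the data active = inhibition above about 50%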;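 note: GST-tagged GSK-3 alpha with peptide substrate and 25 µM ATP; 0% = DMSO neutral wells and 100% = GW8510 positive control wells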
Target sequence (P49840 whole entry, looked up): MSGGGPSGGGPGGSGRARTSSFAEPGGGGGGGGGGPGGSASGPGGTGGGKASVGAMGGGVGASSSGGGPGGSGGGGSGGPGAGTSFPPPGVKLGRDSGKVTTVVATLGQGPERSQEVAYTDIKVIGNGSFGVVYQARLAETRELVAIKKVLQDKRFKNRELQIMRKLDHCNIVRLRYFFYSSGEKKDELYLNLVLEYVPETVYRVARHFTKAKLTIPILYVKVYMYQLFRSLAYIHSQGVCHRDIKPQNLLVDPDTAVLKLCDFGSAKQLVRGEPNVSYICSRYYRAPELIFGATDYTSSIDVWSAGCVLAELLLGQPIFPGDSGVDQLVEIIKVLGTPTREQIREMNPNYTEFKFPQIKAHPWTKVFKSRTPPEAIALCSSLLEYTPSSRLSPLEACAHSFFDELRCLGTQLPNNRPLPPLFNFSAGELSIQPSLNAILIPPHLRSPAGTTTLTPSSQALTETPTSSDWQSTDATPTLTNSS
hERG protect: hERG rescue from dofetilide block, primary screen, cell-based, CHO-hERG, FluxOR thallium flux, dofetilide IC70. AID 1511, 2009. activation (rescue from dofetilide block), less the hit threshold, % at 10 µM. dofetilide IC70 present. hit rate 0.51% among 310,000. Voltage-gated inwardly rectifying potassium channel KCNH2 (Homo sapiens), Q12809;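 active = activation above the mean of controls blocked by dofetilide plus 5 SD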;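 note: thallium influx through hERG after potassium depolarization seen as dye fluorescence rise; in these data hits start at about 4.7%; inactives centre near -7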
KCNQ1 inh: inhibitors of human KCNQ1 channel, primary screen, cell-based, thallium flux, high-throughput; Potassium voltage-gated channel subfamily KQT member 1 (Homo sapiens), P51787; CHO-K1 KCNQ1, FluxOR thallium flux fluorescence; active compounds read high; B-score at 10 µM; hit rate 1.3% among 310,000; AID 2642, 2010;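 active = compounds whose thallium flux B-score, printed positive for inhibition, exceeds three library SD while starting fluorescence stays within three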;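 note: channel opened by potassium depolarization with thallium stimulus after 20 min compound exposure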
KCNK9 inh: KCNK9 potassium channel inhibitors, primary screen, HEK293 cells, thallium flux; FluxOR thallium flux fluorescence; active compounds read low; B-score at 10 µM; Potassium channel subfamily K member 9 (Homo sapiens), Q9NPC2; hit rate 1.2% among 310,000; AID 488922, 2010;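 active = ratio B-score over 3 SD below the library mean, with starting fluorescence within 5 SD of its mean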;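 note: negative B-score means less thallium flux so channel inhibition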
GSK3beta inhib: human GSK3beta kinase inhibitors, primary screen, biochemical, cell-free homogeneous, HTS; Glycogen synthase kinase-3 beta (Homo sapiens), P49841; GST-GSK3beta kinase, ADP-Glo luminescence, 60 min; active compounds read low; activity score (negative = inhibition), % at 10 µM; hit rate 0.038% among 300,000;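 active = more than half of replicate wells score below -50%, meaning over 50% inhibition versus plate controls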;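 note: 0% = median DMSO wells and -100% = median GW8510 positive control wells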
Target sequence (P49841 whole entry, looked up): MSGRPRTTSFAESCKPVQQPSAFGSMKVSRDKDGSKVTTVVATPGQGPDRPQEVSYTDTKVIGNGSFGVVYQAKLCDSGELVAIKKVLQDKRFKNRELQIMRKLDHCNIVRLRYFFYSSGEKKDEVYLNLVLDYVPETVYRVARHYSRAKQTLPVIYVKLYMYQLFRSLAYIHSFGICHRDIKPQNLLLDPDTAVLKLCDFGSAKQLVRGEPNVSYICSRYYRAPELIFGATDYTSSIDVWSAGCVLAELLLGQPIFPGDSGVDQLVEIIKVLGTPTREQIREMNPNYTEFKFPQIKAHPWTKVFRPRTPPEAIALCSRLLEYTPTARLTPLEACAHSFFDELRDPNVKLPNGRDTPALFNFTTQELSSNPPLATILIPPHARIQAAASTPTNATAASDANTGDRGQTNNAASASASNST
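Test system: GST-fused GSK3beta enzyme, cell-free | Quantity: 1.6 ng GST-GSK3beta enzyme per well | Reagent: 25 µM ATP with peptide substrate | Schedule: 60 min enzyme reaction, room temperature | Signal: Luminescent ADP-Glo measurement of ADP formed | Read-out basis: Score relative to plate controls | Control set: DMSO and 20 µM GW8510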
DYRK1A inh: rat Dyrk1A kinase inhibitors, primary screen, biochemical, single point, plate reader; Dual specificity tyrosine-phosphorylation-regulated kinase 1A (Rattus norvegicus), Q63470; AID 504441, 2011; ADP-Glo luminescence, NFATc1 peptide; inhibition, % at 12.5 µM; hit rate 0.43% among 310,000; in the data active = inhibition above about 50%;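 note: plate controls were vehicle with enzyme for no effect and no enzyme for full effect; many of its hits are not listed in these tables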
* = called active by the depositor; i = inactive; . = not tested or not shown. This is a subset; the hit share may differ from the screen's.

Below each SMILES: KCNK3 inh	RGS4 act	KCNQ1 act	PolyA inhibitor	HDAC3 inhib	GSK3 alpha inh	hERG protect	KCNQ1 inh	KCNK9 inh	GSK3beta inhib	DYRK1A inh
[1] CN(C)CCN(C(=O)c1cccc2ccccc12)c1nc2cc3c(cc2s1)OCO3
→ i	i	i	i	.	-3	-21	6*	i	2	1
[2] COc1ccc(C)c2sc(N(CCCN(C)C)C(=O)c3ccc4c(c3)OCCO4)nc12
→ i	i	i	i	11	1	-9	i	i	-2	1
[3] COc1cc(NC(=O)Cn2ccsc2=N)c(C)cc1[N+](=O)[O-]
→ i	i	i	i	4	1	-22	i	i	-3	-1
[4] CN(C(=O)C1CCCN(S(=O)(=O)c2cccc([N+](=O)[O-])c2)C1)C1CCS(=O)(=O)C1 (configuration not stated)
→ i	i	i	i	-3	2	-5	i	i	-6	-5
[5] Cc1cc(C)cc(NC(=O)C2C3C=CC4(O3)C2C(=O)N(CCCN2CCCCC2)C4C(=O)NC2CCCCC2)c1 (configuration not stated)
→ i	i	i	i	-2	-2	-9	i	i	.	33
[6] COc1ccccc1NC(=O)N1CCCC1C(=O)NC1CCCCC1 (configuration not stated)
→ i	i	i	i	-9	-1	-4	i	i	-1	4
[7] O=C(O)c1ccccc1C(=O)Nc1ccc(S(=O)(=O)NC2CCCCC2)cc1
→ i	i	i	i	5	-3	-4	i	i	-22	-9
[8] COc1ccc(C(=O)NCCc2cc3ccc(C)c(C)c3[nH]c2=O)cc1OC
→ i	i	i	i	-2	-4	-7	i	i	0	2
[9] CCn1c(C)cc(/C=C2\NC(=O)N(Cc3ccc(Cl)cc3)C2=O)c1C
→ i	i	i	i	-5	-2	-3	i	i	-1	0
[10] CC(C)n1cnnc1SCC(=O)Nc1ccc(N2CCCCC2)cc1
→ i	i	i	.	.	0	-14	i	i	0	3
[11] CCC(=O)Nc1ccccc1C(=O)OCC(=O)Nc1ccc(S(N)(=O)=O)cc1
→ i	i	i	i	2	2	-9	i	i	-18	1
[12] C/C(=N\N(c1ccccc1)c1ccccc1)c1ccc(N)cc1
→ i	i	i	i	5	0	-15	i	i	1	3
[13] CN(C(=O)COC(=O)CNS(=O)(=O)/C=C/c1ccccc1)C1CCS(=O)(=O)C1 (configuration not stated)
→ i	i	i	i	-6	-1	2	i	i	2	6
[14] COC(=O)C1=C(C)NC(=O)NC1c1ccccc1Cl (configuration not stated)
→ i	i	i	i	-8	-1	-8	i	i	-2	-1
[15] Cc1sc(NC(=O)c2cccnc2)nc1-c1ccccc1
→ i	i	i	i	-3	0	-8	i	i	1	0
[16] CC(Sc1nc(N)c(NC(=O)c2ccc(Br)o2)c(=O)[nH]1)C(=O)O (configuration not stated)
→ i	i	i	i	1	-3	-6	i	i	0	-4
[17] COc1ccc(S(=O)(=O)N2CCC(C(=O)Nc3nccs3)CC2)cc1
→ i	i	i	.	-4	5	-6	i	i	1	-3
[18] CCc1nccn1CCC(=O)N1CCCC(N2CCN(c3ccccc3F)CC2)C1 (configuration not stated)
→ i	i	i	i	-9	2	-11	i	i	1	-6
[19] COc1ccc(-c2csc3[nH]c(=S)n(-c4ccccc4)c(=O)c23)cc1OC
→ i	i	i	i	3	-7	-8	i	i	-2	-2
[20] CCOC(=O)CSc1nnc(CNC(=O)c2cccc(C)c2)n1C
→ i	i	i	i	-4	-3	-4	i	i	3	3
[21] N#C/C(=C\c1ccccc1)C(=O)NCCN1CCOCC1
→ i	i	i	i	7	-3	-4	i	i	-2	-2
[22] CC(C)OCCCNC(=O)CN1C(=O)CC(C)(C)S(=O)(=O)c2ccccc21
→ i	i	i	i	-3	-2	-8	i	i	0	5
[23] Cn1c2ccccc2c2cc(/C=N/NC(=O)c3cc(O)ccc3O)ccc21
→ i	-9*	i	i	-5	-2	-36	i	i	-1	61*
[24] CCCCCC(=O)Nc1cc(N(C)C)nc2ccccc12
→ i	i	i	i	0	2	-16	i	i	2	3
[25] Cc1cc(-c2nnnn2-c2ccc(C(F)(F)F)cc2)no1
→ i	i	i	i	1	2	-6	i	i	1	3
[26] O=C(Nc1nccs1)C1CC(=O)N(c2ccccc2)C1 (configuration not stated)
→ i	i	i	i	3	4	-2	i	i	-9	-3
[27] CCOC(=O)c1c(NC(=O)CS(=O)(=O)c2cn(CC)c3ccccc23)sc2c1CCCCC2
→ i	i	i	i	-8	-1	-9	i	i	-1	-2
[28] COC(=O)CNC(c1ccccc1)c1cc(Br)ccc1NS(=O)(=O)c1ccccc1 (configuration not stated)
→ i	i	i	i	8	1	-7	i	-6.6*	2	0
[29] Cc1ccccc1CN(C)C(=O)CNC(=O)c1ccc2ccccc2c1
→ i	i	i	i	-2	-1	-7	i	i	2	2
[30] Cc1nc2ccccc2n1S(=O)(=O)N(C)C
→ i	i	i	i	5	-1	-12	i	i	-4	-3

As entered above.
Entry for no. 19 in HDAC3 inhib: 3
Entry for no. 4 in hERG protect: -5

Shown as a hit in DYRK1A inh, of those listed so far:
no.	mol	KCNK3 inh	KCNQ1 act	PolyA inhibitor	HDAC3 inhib	GSK3 alpha inh	KCNQ1 inh	KCNK9 inh	GSK3beta inhib	DYRK1A inh
23	Cn1c2ccccc2c2cc(/C=N/NC(=O)c3cc(O)ccc3O)ccc21	i	i	i	-5	-2	i	i	-1	61*

Next entries.
Below each SMILES: KCNK3 inh	RGS4 act	KCNQ1 act	PolyA inhibitor	HDAC3 inhib	GSK3 alpha inh	hERG protect	KCNQ1 inh	KCNK9 inh	GSK3beta inhib	DYRK1A inh
[31] CCn1c(C(C)NC(=O)c2ccc(C)cc2)n[nH]c1=S (configuration not stated)
→ i	i	i	i	3	-1	-9	i	i	6	4
[32] CCOC(=O)C1CCN(C(=O)CCS(=O)(=O)c2ccc3c(c2)CC(C)N3C(=O)CC)CC1 (configuration not stated)
→ i	i	i	i	-2	-1	-6	i	i	0	0
[33] CC(C)NC(=O)C(=O)Nc1cc2c3c(c1)C(C)C(=O)N3CCC2 (configuration not stated)
→ i	i	i	i	-1	-3	-5	i	i	2	1
[34] CCOc1cc2nc(-c3ccc(OC)c(OC)c3)nc(N3CC(C)OC(C)C3)c2cc1OC (configuration not stated)
→ .	i	i	i	-2	-1	-4	i	i	3	.
[35] COc1cc(NS(=O)(=O)c2ccc(NC(=O)CSC3=NCCS3)cc2)nc(OC)n1
→ .	i	i	i	8	-3	-2	i	i	2	.
[36] C/C(CC(=O)NCc1ccco1)=N\NC(=O)C(c1ccccc1)c1ccccc1
→ i	i	i	i	0	-1	-7	i	i	1	15
[37] COc1c(C)cc(C(=O)C2CCCN(C(=O)Cn3ccc(C)n3)C2)cc1C (configuration not stated)
→ i	i	i	i	1	-4	-12	i	i	3	3
[38] CC1(C)CC(=O)C=C(NCc2ccc(C(=O)O)cc2)C1
→ i	i	i	i	8	2	-14	i	i	2	2
[39] CN(Cc1ccno1)Cc1cn(C)nc1-c1ccc(Oc2ccccc2)cc1
→ -10*	i	i	i	3	-3	-18	i	i	6	17
[40] [O-][n+]1ccccc1/C=C/c1ccccc1
→ i	i	i	i	3	0	-1	i	i	-2	-12
[41] CC(C)N1C(=O)C2ON(c3ccccc3)C(c3cccs3)C2C1=O (configuration not stated)
→ i	i	i	i	1	-2	-8	i	i	1	-4
[42] COc1ccc(-c2oc3ccccc3c2C(=O)OCc2ccc([N+](=O)[O-])cc2)cc1
→ i	i	i	i	4	-3	-4	i	i	-3	-1
[43] Cc1cccc(CCNC(=O)CC2C(=O)NCCN2CC2CCCCC2)n1 (configuration not stated)
→ i	i	i	i	-1	-2	-6	i	i	-4	-1
[44] CCCCCn1nc(C(=O)N(CCOC)c2c(N)n(CCCC)c(=O)[nH]c2=O)c2ccccc2c1=O
→ i	i	i	i	6	-2	-8	i	i	1	-4
[45] Cc1cnc(CN(C)C(=O)C2CCC(=O)N(CCc3cccc(F)c3)C2)[nH]1 (configuration not stated)
→ i	i	i	i	.	.	-13	i	i	1	0
[46] Cn1/c(=N/NC(=O)c2ccccc2Br)sc2ccccc21
→ i	i	i	i	-7	-1	-3	i	i	1	-2
[47] CCOC(=O)c1cnn(-c2ccccc2)c1-n1cccc1C(=O)C(=O)Nc1ccc(OC)cc1
→ i	i	i	i	4	-1	-9	i	i	-1	4
[48] CC1CCCC(NC(=O)c2cccc(S(=O)(=O)N3CCN(c4ccccc4)CC3)c2)C1C (configuration not stated)
→ i	i	i	i	2	3	-6	i	i	1	-7
[49] CC(=O)c1ccc(NC(=O)CCSCCC(=O)Nc2ccc(C(C)=O)cc2)cc1
→ i	i	i	i	11	-7	-11	i	i	3	-1
[50] CCOC(=O)C1=C(C)NC(=O)NC1c1ccc([N+](=O)[O-])o1 (configuration not stated)
→ i	i	i	i	4	2	-5	i	i	0	2
[51] Cc1cc2nc(/C=C/c3nc4cc(C)c(C)cc4[nH]3)[nH]c2cc1C
→ i	i	i	i	-10	0	-4	i	i	9	-3

Source: PubChem BioAssay (several laboratories)
